E-sel inducer – induces E-selectin expression in human endothelial cells; P16581; HUVEC E-selectin immunofluorescence imaging; normalized: neutral wells 0, TNF-alpha wells 100; activation, % at 7.58 µM; hit rate 0.37% among 260,000; AID 686992;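 active means mean E-selectin-positive cell signal at least 10% of the positive control, reached in at least 60% of replicates, without over 20% cell loss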;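 further: in these data hits start at about 27%; measured in HUVEC primary endothelial cells; signal is the percent of cells scored E-selectin positive by PE staining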
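Test system: HUVEC; input: 3,000 HUVEC/well; measured by: immunofluorescence imaging; read-out: % PE-positive cells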
FN deposition inh – fibronectin deposition inhibition | AH1F fibroblasts, Alexa488-fibronectin deposition fluorescence, overnight | inhibition, % at 12.6 µM | hit rate 0.086% among 350,000 | AID 743247;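 active means mean inhibition across replicates of 30% or more, regardless of how many single replicates reach that level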;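 further: positive control wells lacked labelled fibronectin entirely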
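Test system: AH1F fibroblast monolayer depositing Alexa488-labelled fibronectin into matrix. Input: 10000 cells per well. Technique: fluorescence, ex 485 nm, em 525 nm. Buffer or medium: DMEM plus 2% serum, read in PBS. Timing: 1 h cell adhesion before compound, then overnight fibronectin incubation. Compound: single dose, pinned. Read-out basis: inhibition from reduced deposited-fibronectin fluorescence.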
esBAF inh – SWI/SNF esBAF complex inhibition. reporter increase, % at 12.5 µM. AID 602393. hit rate 2% among 350,000. mouse ES cells, Bmi1-luciferase knock-in reporter, 24 h; 100% = twice the neutral-well signal; in the data active means activation above about 40%;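 further: 0% = median of the plate's neutral control wells and 100% = double that signal; a rise in the Bmi1 reporter signal indicates esBAF inhibition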
S100A4 inh HTS – blocks human S100A4 binding to myosin IIA peptide; P26447; S100A4/TAMRA-MyoIIA peptide fluorescence polarization; inhibition, % at 10.7 µM; hit rate 0.14% among 360,000; AID 652163;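 active means mean inhibition of at least 70% across replicates, with every replicate also reaching that level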
Target sequence (P26447 whole entry, looked up): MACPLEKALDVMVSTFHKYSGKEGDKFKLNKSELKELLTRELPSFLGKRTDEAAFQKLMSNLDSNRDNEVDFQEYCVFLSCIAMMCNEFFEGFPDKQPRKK
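Compound dosing: one dose per compound; test system: human S100A4 monomer with TAMRA-labelled myosin IIA peptide; probe or stimulus: TAMRA-labelled myosin IIA heavy-chain peptide probe, 5 nM; medium: HEPES buffer with Ca2+, pH 7.2; schedule: 5 min incubation before reading; benchmarks: neutral control DMSO, positive control TFP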
EWS-Fli block – inhibitors of EWS/Fli oncoprotein transcriptional activity; A673 NR0B1-luciferase reporter, viability-normalised; inhibition, % at 12.6 µM; hit rate 0.67% among 350,000; AID 651661;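 active means mean inhibition of at least 50% after viability correction, with every replicate also passing that limit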;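 further: firefly luciferase signal divided by Alamar Blue viability fluorescence both relative to DMSO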
XiGFP reactiv – reactivates the inactive X chromosome in mouse fibroblasts; XiGFP mouse fibroblasts, % GFP-positive cells imaging, 3 d; cells co-treated with 5-aza-dC sensitizer; scaled so ellipticine positive control = 100%; activation, % at 7.58 µM; hit rate 0.055% among 360,000;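 active means mean normalized replicate activation at least 10% and every replicate at or above 10%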;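 further: 0% = median of on-plate neutral control wells and 100% = ellipticine 6 µM median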
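Material: XiGFP fibroblasts, SV40-immortalized. Buffer or medium: DMEM plus 5-aza-dC sensitizer. Compound: single concentration per compound, delivered by pin transfer. Times: 3 days compound exposure. Controls: ellipticine 6 µM.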
RAD54 branch – inhibitors of human RAD54 branch migration; Q92698; RAD54 Holliday junction branch migration, FAM/BHQ fluorescence; inhibition, % at 10.4 µM; hit rate 0.14% among 360,000;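 active means mean normalized replicate activity at least 40 and at least half of replicates scoring 40 or more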;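 further: 0% = median of neutral control wells and 100% = median of positive control wells; inhibitors cause a drop in the FAM fluorescence signal; in these data hits start at about 50%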
RAD52 anneal inh – inhibitors of human RAD52 DNA annealing; P43351; recombinant RAD52 DNA annealing, FRET fluorescence; inhibition, % at 18.7 µM; hit rate 0.46% among 360,000;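 active means every replicate showing at least 50% inhibition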
Target sequence (P43351 whole entry, looked up): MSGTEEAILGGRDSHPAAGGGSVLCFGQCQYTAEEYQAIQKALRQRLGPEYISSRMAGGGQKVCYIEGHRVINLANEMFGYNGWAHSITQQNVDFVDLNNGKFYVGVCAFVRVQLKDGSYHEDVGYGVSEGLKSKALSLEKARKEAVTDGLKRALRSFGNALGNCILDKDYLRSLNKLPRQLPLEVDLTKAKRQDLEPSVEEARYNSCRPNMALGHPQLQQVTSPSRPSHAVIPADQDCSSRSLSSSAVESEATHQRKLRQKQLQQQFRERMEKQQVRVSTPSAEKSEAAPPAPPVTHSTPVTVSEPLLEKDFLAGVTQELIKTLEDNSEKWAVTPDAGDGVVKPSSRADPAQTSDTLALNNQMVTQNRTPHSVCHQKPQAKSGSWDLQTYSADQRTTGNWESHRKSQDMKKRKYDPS
Starred values were filed as active, the others as inactive; nt = not tested or not shown.

#	smiles	E-sel inducer	FN deposition inh	esBAF inh	S100A4 inh HTS	EWS-Fli block	XiGFP reactiv	RAD54 branch	RAD52 anneal inh
1	COC(=O)C1=CN(c2ccc(N3CCOCC3)cc2)C(N)=C(C#N)C1c1cccc(OC)c1OC (stereo unspecified)	-0.1	4	nt	-2	0	0.0	nt	-7
2	CN(C)c1ccc(C(=O)N/N=C/c2cc(Br)cc(Br)c2O)cc1	nt	-4	nt	0	7	0.1	24	-15
3	CC(=O)N1c2ccc(S(=O)(=O)NCC3CCC(C(=O)NC4CCCCC4)CC3)cc2CC1C (stereo unspecified)	nt	2	5	-4	13	-0.1	-1	-9
4	O=C(Oc1ccc(C(=S)N2CCOCC2)cc1)c1cccc(Cl)c1	0.0	-7	-9	-1	0	0.1	-5	5
5	C[C@H]1CN([C@@H](C)CO)C(=O)Cc2cc(NC(=O)Cn3cnnn3)ccc2O[C@H]1CN(C)C(=O)Nc1ccc2c(c1)OCO2	-2.0	nt	0	-11	-12	-0.1	0	4
6	COc1ccc(NC(=O)CN(C)S(=O)(=O)c2ccc3c(c2)CCCN3C(C)=O)cc1	-0.2	-2	-6	0	nt	0.1	-8	-5
7	CCC(=O)Nc1nc2c(s1)COc1ccccc1-2	nt	2	10	-4	-27	-0.1	5	-12
8	CN1/C(=C\P(=O)(N(C)C)N(C)C)C(C)(C)c2ccccc21	nt	nt	-5	-17	25	nt	-11	-181
9	COc1cc(C(=O)OCC(=O)c2ccc(S(=O)(=O)N3CCCCC3)cc2)cc(OC)c1OC	0.2	nt	9	-6	10	0.0	-6	-14
10	O=C(N/C(=C/c1ccc(F)cc1)C(=O)N1CCOCC1)c1ccccc1	-0.2	7	-4	0	nt	0.0	0	6
11	COc1ccc(OC)c(CCNC(=O)CCn2nc(C)c3c(C)n(-c4ccccc4)nc3c2=O)c1	0.1	0	5	5	nt	0.0	2	-7
12	O=c1[nH]n(-c2ccccc2)c(=O)cc1Cl	0.5	-4	-1	-1	2	0.2	-1	-9
13	CC(=O)N1C(=O)NC(c2ccccc2)=C([N+](=O)[O-])C1c1ccccc1 (stereo unspecified)	nt	1	0	1	-4	-0.2	-4	-22
14	COc1cccc2sc3cc(NCC[C@@H]4CCCN4C)ccc3c(=O)c12	nt	0	14	-7	-125	0.2	94*	-48
15	COc1ccc(OCCN(C)Cc2c(O)ccc3ccccc23)cc1	1.1	16	8	3	8	0.0	-7	-6

Compound profiles (already shown). Screens in order: E-sel inducer	FN deposition inh	esBAF inh	S100A4 inh HTS	EWS-Fli block	XiGFP reactiv	RAD54 branch	RAD52 anneal inh
Results for COc1cc(C(=O)OCC(=O)c2ccc(S(=O)(=O)N3CCCCC3)cc2)cc(OC)c1OC : 0.2	nt	9	-6	10	0.0	-6	-14
Results for CCC(=O)Nc1nc2c(s1)COc1ccccc1-2 : nt	2	10	-4	-27	-0.1	5	-12
Results for O=c1[nH]n(-c2ccccc2)c(=O)cc1Cl : 0.5	-4	-1	-1	2	0.2	-1	-9
Results for O=C(N/C(=C/c1ccc(F)cc1)C(=O)N1CCOCC1)c1ccccc1 : -0.2	7	-4	0	nt	0.0	0	6

Next part:
#	smiles	E-sel inducer	FN deposition inh	esBAF inh	S100A4 inh HTS	EWS-Fli block	XiGFP reactiv	RAD54 branch	RAD52 anneal inh
16	C[C@@H]1CN([C@H](C)CO)C(=O)Cc2cc(NC(=O)NC3CCCCC3)ccc2O[C@H]1CN(C)Cc1ccc(Cl)c(Cl)c1	-0.8	nt	1	-2	7	0.1	4	-14
17	COCCCN(C(=O)Cc1ccc(S(=O)(=O)N2CCOCC2)s1)c1c(N)n(Cc2ccccc2)c(=O)[nH]c1=O	-1.7	2	-6	-8	-2	0.0	-9	-27
18	COP1(=O)C[C@@H](O)[C@@H](O)[C@@H](COCc2ccccc2)O1 (stereo partly specified)	0.2	-9	2	nt	-12	0.0	-5	nt
19	COc1ccc(CC(=O)N/N=C(\C)c2cccnc2)cc1OC	-0.5	nt	-2	-2	nt	0.1	-2	10
20	O=C(N[C@@H](c1ccccc1)[C@@H]1C[C@H]1C(=O)O)OCc1ccccc1	0.1	0	2	-16	6	0.0	-6	-13
21	CCCCOCCCNC(=O)C[C@H]1C[C@@]2(C(=O)OC)C(=C[C@H](C(C)(C)C)O[C@@H]2C)N(CCC2=CCCCC2)C1=O	-0.1	-6	nt	3	23	0.1	nt	-7
22	Fc1cc(F)c(F)c(SCn2cc(Br)cn2)c1F	3.3	-2	6	-1	-2	0.0	nt	-5
23	CN(C)c1ccc(NS(=O)(=O)c2ccc(-c3csnn3)cc2)cc1	0.0	5	nt	-1	11	0.3	8	2
24	CN(CC(=O)NCc1ccccn1)S(=O)(=O)c1ccc(F)cc1	0.0	0	0	0	7	0.3	nt	0
25	CC(C)(/C=N/O)/[N+]([O-])=C/c1ccccc1	7.2	-4	nt	1	8	0.4	-8	-2
26	O=C(c1cnn2ccccc12)N(Cc1ccco1)C1CCCC1	1.3	-7	-9	-1	5	0.1	-11	-16
27	O=C(C1=C[C@H](c2ccccc2)C[C@H](OCCCCO)O1)N1CCN(Cc2ccc3c(c2)OCO3)CC1	-0.1	4	-7	-2	0	-0.6	6	-44
28	Clc1ccc(CSc2nnc(-c3ccncc3)s2)cc1	0.0	-1	0	7	-11	-0.1	-2	-4
29	CCOc1ccccc1NC(=S)NC(=O)CCc1ccccc1	-0.2	nt	nt	-1	nt	-0.1	5	-5
30	O=C(Nc1ccc(CSc2ccccc2)cc1)c1ccccc1	nt	nt	nt	-4	-19	0.0	nt	-8
31	O=C(Nc1ccccn1)C1COc2ccccc2O1 (stereo unspecified)	nt	nt	15	-2	nt	nt	0	-3
32	CCOc1ccc(Nc2cc(Nc3ccccc3OCC)nc(C=C(C#N)C#N)n2)cc1	nt	-5	nt	-5	11	0.3	10	1
33	Nn1c(SCC(=O)N2CCCCCC2)nnc1-c1ccco1	0.6	-3	-4	0	-2	0.0	-10	-7
34	O=C(NCCS(=O)c1ccc(Cl)cc1)c1cccc(Cl)c1 (stereo unspecified)	nt	3	nt	0	1	0.0	nt	-11
35	CCCNC(=O)N1CC2(CN(Cc3nccs3)C2)c2c([nH]c3cc(OC)ccc23)[C@H]1CO	0.2	nt	nt	-1	0	0.1	nt	9
36	C[C@@H]1CCCCO[C@H](CN(C)S(=O)(=O)c2cn(C)cn2)[C@@H](C)CN([C@H](C)CO)C(=O)c2cc(NC(=O)Nc3ccccc3)ccc2O1	0.0	-1	0	26	-12	0.3	-2	-1
37	COc1ccccc1CNS(=O)(=O)CC12CCC(CC1=O)C2(C)C (stereo unspecified)	nt	14	3	-2	3	0.0	-21	-8
38	CC(C)C#Cc1cnc2c(c1)C(=O)N([C@H](C)CO)C[C@@H](C)[C@H](CN(C)Cc1ccc3c(c1)OCO3)O2	-0.2	nt	0	1	8	0.4	-6	17
39	Cc1ccc(NC(=O)c2cc(S(=O)(=O)N3CCCCC3)c[nH]2)cc1Cl	0.0	1	5	34	12	0.0	3	-8
40	O=C(C(=O)N1CCC(CNC(=O)c2sc3ccccc3c2Cl)CC1)c1cccs1	-0.1	4	nt	6	2	0.1	nt	-12
41	O=C(C[C@H]1CC[C@H]2[C@@H](COC[C@@H](O)CN2C(=O)c2ccc3c(c2)OCO3)O1)NC1CCCC1	0.1	-3	1	nt	2	0.1	-5	nt
42	Cc1sc2nc(C(C)(C)C)oc(=O)c2c1C	nt	nt	-6	-4	5	nt	-6	-14
43	O=C(N/N=C/c1ccoc1)c1ccccc1F	-0.3	1	nt	2	-25	-0.1	4	-11
44	Cc1c(Br)cnn1C(C)C(=O)N1CCN(c2ccccc2F)CC1 (stereo unspecified)	nt	4	-8	-1	6	0.2	-4	-22
45	COCC#Cc1ccc2c(c1)O[C@H](CN(C)Cc1cccnc1)[C@@H](C)CN([C@@H](C)CO)S2(=O)=O	0.2	-5	1	3	-1	-0.1	-7	9

Another view of part of the listing above.
34) O=C(NCCS(=O)c1ccc(Cl)cc1)c1cccc(Cl)c1 (stereo unspecified)
42) Cc1sc2nc(C(C)(C)C)oc(=O)c2c1C

Compound,34,42
E-sel inducer,nt,nt
FN deposition inh,3,nt
esBAF inh,nt,-6
S100A4 inh HTS,0,-4
EWS-Fli block,1,5
XiGFP reactiv,0.0,nt
RAD54 branch,nt,-6
RAD52 anneal inh,-11,-14

Remaining list, next part:
Every second line gives: E-sel inducer | FN deposition inh | esBAF inh | S100A4 inh HTS | EWS-Fli block | XiGFP reactiv | RAD54 branch | RAD52 anneal inh
(46) CCOC(=O)[C@H]1[C@H]2COc3ccccc3[C@@H]2N2C(=O)c3cc(Cl)ccc3NC(=O)[C@@]12C
    0.0 | -2 | -5 | -4 | -5 | -0.4 | 0 | -7
(47) O=C(C[C@@H]1CC[C@H]2[C@@H](COC[C@H](O)CN2C(=O)c2ccc(F)cc2)O1)N1CCCCC1
    0.6 | 1 | 0 | nt | -6 | 0.2 | -1 | nt
(48) CNC(=O)c1c(NC(=O)CCS(=O)(=O)c2ccc(Cl)cc2)sc2c1CCN(C(=O)OC)C2
    -1.4 | -4 | -6 | -2 | -1 | -0.8 | 1 | -25
(49) Cc1ccccc1N(C(=O)Cc1cccs1)C(C(=O)NC1CCCCC1)c1cn(C)nc1C (stereo unspecified)
    -0.6 | -4 | 7 | nt | nt | -0.1 | -3 | nt
(50) COc1ccc(NC(=O)CSc2nc3ccccc3nc2N2CCOCC2)cc1
    0.1 | 2 | 0 | -3 | -1 | 0.0 | -3 | -17
(51) Clc1cccc(-c2ccc(-c3nc4ccccn4c3NCc3ccccc3)cc2)c1
    -0.1 | 9 | 50* | 3 | -60 | 0.0 | 1 | -10
(52) CCCOc1cccc(C(=O)NC(=S)Nc2ccc(N3CCN(C)CC3)cc2)c1
    7.1 | 8 | nt | 6 | -2 | -0.1 | nt | 66*
(53) C[C@H](CO)N1C[C@H](C)[C@@H](CN(C)S(=O)(=O)c2ccccc2)Oc2ccc(NS(C)(=O)=O)cc2C1=O
    0.7 | nt | 2 | nt | -6 | 0.1 | nt | nt
(54) CCOc1ccc(CCNC(=O)COC(=O)CNC(=O)c2ccc(Br)o2)cc1OCC
    -0.3 | 3 | nt | 13 | 5 | 0.6 | nt | 2
(55) Cc1nnc(NC(=O)CCN2C(=O)C3CC=CCC3C2=O)s1 (stereo unspecified)
    2.1 | nt | -3 | -2 | -5 | 0.0 | -7 | -19
(56) O=C(NCCCNC(=O)c1ccco1)c1cccc(F)c1
    -0.1 | 1 | -6 | -6 | 6 | 0.3 | -4 | 1
(57) CC(C)(C)NC(=O)CC1C[C@H](C(=O)N2CCCCC2)[C@@]2(C)c3[nH]c4ccccc4c3CCN2C1=O (stereo partly specified)
    1.1 | -1 | -2 | -8 | 1 | -0.2 | 8 | -5
(58) COc1ccc(Cl)cc1NC(=S)NNC(=O)c1cccs1
    1.9 | 0 | -1 | 1 | -3 | 0.1 | nt | -5

Compound activity deposited in PubChem by Broad Institute.
